tuberculosis growth = growth inhibition of non-replicating M. tuberculosis (AID 488890); Mycobacterium tuberculosis non-replicating, growth inhibition; higher % means a stronger effect; one-dose inhibition, % at 25 µM; IC50 in µM for titrated hits; actives 0.39% (n = 320,000); in the data active = a potency from the dose series; inconclusive = inhibition mostly from about 82% at the one dose, without a potency; inactive = the rest, 99 in 100 with inhibition below about 76%;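 also: plate controls were DMSO cells for no effect and high antibiotic wells for full effect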
inhibitors of VEEV = inhibitors of VEEV TC-83 cytopathic effect, confirmation, Vero cells (AID 588727); Vero cells, VEEV TC-83 cytopathic effect inhibition; higher % means a stronger effect; inhibition, % at 20 µM; hits with a dose series show IC50 in µM; actives 0.13% (n = 350,000); in the data active = a potency from the dose series; inconclusive = inhibition mostly from about 14% at the one dose, without a potency; inactive = the rest, 99 in 100 with inhibition below about 12%; also: strong numbers were not always called active
H1N1 NS1A inhibition = NS1A inhibition, H1N1 influenza, cell based functional assay (AID 504329) | NS1A functional cell-based assay, percent inhibition; higher % means a stronger effect | inhibition, % at 12.5 µM; hits with a dose series show IC50 in µM | actives 0.3% (n = 340,000); in the data active = a potency from the dose series; inconclusive = inhibition above about 27% without an active follow-up result; also: strong numbers were not always called active
PhoP GFP inhibition = Inhibition of PhoP regulon, Salmonella typhi GFP reporter cells, confirmation, 4 h (AID 1850); Salmonella Typhi PhoP-promoter GFP reporter, fluorescence, 4 h; higher % means a stronger effect; one-dose inhibition, % at 50 µM; IC50 in µM for titrated hits; actives 0.33% (n = 310,000); in the data active = a potency from the dose series; inconclusive = inhibition mostly from about 25% at the one dose, without a potency; inactive = the rest, 99 in 100 with inhibition below about 19%;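 also: 0% = induced wells with vehicle and 100% = uninduced wells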
M. tuberculosis HTS = M. tuberculosis growth inhibition, HTS (AID 449762). actives 0.59% (n = 330,000). one-dose inhibition, % at 25 µM; IC50 in µM for titrated hits. M. tuberculosis H37Rv growth inhibition, 7H9 media; higher % means a stronger effect; in the data active = a potency from the dose series; inconclusive = inhibition above about 70% without an active follow-up result;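 also: bacterial growth assessed after seven days of incubation; strong numbers were not always called active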
inhibitors of VEEV 10K pilot screen = further read-out of inhibitors of VEEV, marked with its call; inhibition, %; measured here: 10K pilot screen inhibition
Numbers without * were called inactive; i = inactive; ? = inconclusive; · = not tested or not shown. No enrichment for hits; overall some 1.6% were active at least once.

SMILES	tuberculosis growth	inhibitors of VEEV	H1N1 NS1A inhibition	PhoP GFP inhibition	M. tuberculosis HTS	others
C=CCNC(=O)CCCC(=O)NCC=C	-8%	0.2%	-2%	5%	-3%
COc1ccc(/C(O)=C2/C(=O)C(=O)N(CC3CCCO3)C2c2ccc(OC)c(OC)c2)cc1 (centres undefined)	-6%	i	2%	8%	-2%
O=C(CCC(=O)N(CC(=O)NC1CCCC1)Cc1cccs1)Nc1nccs1	-4%	1.1%	-3%	7%	-8%
COc1ccc(-c2nc(C#N)c(NCCCN3CCOCC3)o2)cc1	13%	1.8%	9%	·	-9%
COc1cc2oc(=O)cc(-c3ccc(-c4ccc(C(F)(F)F)cc4)cc3)c2c(OC)c1OC	·	0.2%	23%	·	·
COCCCNC(=O)Cn1c(=O)n(CC(=O)NCCc2ccc(OC)c(OC)c2)c(=O)c2sccc21	5%	i	22%	3%	-5%
CC(C)=C1C2CCC1C(C(=O)NCc1ccccc1)C2C(=O)O (centres undefined)	4%	2.6%	2%	7%	5%	inhibitors of VEEV 10K pilot screen=4.0
C(=N\N(Cc1ccccc1)c1ccccc1)/c1ccco1	75%	i	1%	0%	9%
CCN(Cc1ccccc1)c1ccc(/C=C(\C#N)c2ccccn2)cc1	-6%	i	1%	-1%	5%
COC(=O)[C@]1(Cc2ccccc2)N[C@H](CN(C)C(=O)COc2ccccc2)[C@@H]2C(=O)N(Cc3ccccc3)C(=O)[C@@H]21	12%	0.8%	-12%	·	3%
CCOC(=O)c1nn(-c2ccc(C)c(C)c2)cc1O	48%	2.6%	-6%	-6%	27µM*
NS(=O)(=O)c1ccc(CNC(=O)c2cc(-c3cccnc3)nc3ccccc23)cc1	-6%	1.7%	-4%	-44%	6%
CCC(=O)NC(c1ccc(C)cc1)c1cc([N+](=O)[O-])c2cccnc2c1O (centres undefined)	4%	6.5%	27%	-10%	5%
O=C(NNc1nc2c(F)cccc2s1)c1ccc(F)cc1	?	3.5%	0%	6%	58%
CCOCCc1nnc(NC(=O)CCC2CCCCC2)s1	10%	0.1%	-11%	-2%	-18%
CC1(C)Cc2c(ccc3ccccc23)/C(=C/C#N)N1	19%	i	6%	-15%	8%
Cc1ccsc1CNn1cnnc1SCc1ccc(Cl)cc1	16%	2.2%	-2%	15%	-15%
CCc1ccc(Nc2nnc(SCC(=O)Nc3cccc(S(=O)(=O)NC4=NCCCCC4)c3)s2)cc1	29%	7.5%	-7%	-4%	0%
Cc1ccc(C(=O)Nc2ccccc2C(=O)O)cc1S(=O)(=O)Nc1ccccc1	9%	0.6%	4%	-8%	1%
CCOC(=O)C1=C(N)OC(CCl)=C(C#N)C1c1ccsc1 (centres undefined)	-2%	i	-4%	-3%	4%
Cc1ccc(-c2nn(-c3ccccc3)cc2NC(=O)CCl)cc1	?	?	1%	0%	?
Cc1ccc(OC(=O)CCC(=O)Nc2ccc(S(=O)(=O)Nc3cc(C)on3)cc2)cc1	22%	i	-4%	6%	-4%
O=C(CN1C(=O)CCC1=O)Nc1ccc2c3c(cccc13)CC2	3%	0.1%	-3%	-16%	6%
Cc1ccc(S(=O)(=O)N2CCN(C(=O)CN3C(=O)c4ccc([N+](=O)[O-])cc4C3=O)CC2)cc1C	-17%	0.4%	-5%	·	-9%
O=C(CSc1nnc2ccc(-c3ccccn3)nn12)Nc1ccccc1F	-7%	1.7%	-6%	1%	3%
O=C(Nc1ccccc1Cl)c1ccc2nsnc2c1	15%	i	1%	-6%	-5%
CCOc1cccc(N2C(=O)/C(=C/c3ccco3)C(=O)NC2=S)c1	12%	1.3%	11%	-6%	-9%
C[C@H](CO)N1C[C@H](C)[C@@H](CN(C)S(C)(=O)=O)Oc2ccc(NC(=O)c3ccncc3)cc2C1=O	9%	i	-9%	·	-3%
COc1ccccc1CC(NC(C)=O)C(=O)NC1CCN(C(=O)c2ccc(C)cc2)CC1 (centres undefined)	-1%	0.1%	-5%	-13%	-5%
O=C(COc1cc2oc(=O)c3c(c2cc1Cl)CCC3)Nc1ccccn1	-5%	0.9%	3%	-4%	11%
O=C1CSC(=S)N1Cc1cccnc1	6.2µM*	i	-14%	9%	?
O=C(NNc1ccc(Cl)cc1)c1c(F)cccc1Cl	?	0.1%	-1%	-7%	?
COc1ccnc(Oc2ccc(F)cc2)c1C(=O)N/C=N/OCc1c(Cl)cccc1Cl	-6%	1.3%	-4%	-6%	-8%
CCCCn1c(NC(=O)c2ccccc2)nc2ccccc21	?	3.8%	1%	-8%	?
CCOc1cccc(SCc2noc(C(=O)NCCOC)c2C(=O)O)c1	6%	0.4%	-14%	-14%	-7%
COc1ccc(C(C)=O)cc1CN1C(=O)NC(CC(C)C)C1=O (centres undefined)	4%	1.2%	-1%	6%	-8%

Among those listed so far, these have a nitro group on carbon.
SMILES	tuberculosis growth	inhibitors of VEEV	H1N1 NS1A inhibition	PhoP GFP inhibition	M. tuberculosis HTS	others
CCC(=O)NC(c1ccc(C)cc1)c1cc([N+](=O)[O-])c2cccnc2c1O (centres undefined)	4%	6.5%	27%	-10%	5%
Cc1ccc(S(=O)(=O)N2CCN(C(=O)CN3C(=O)c4ccc([N+](=O)[O-])cc4C3=O)CC2)cc1C	-17%	0.4%	-5%	·	-9%

Following part.
SMILES	tuberculosis growth	inhibitors of VEEV	H1N1 NS1A inhibition	PhoP GFP inhibition	M. tuberculosis HTS	others
COc1ccc(N(C(=O)CCC(=O)Nc2cc(C)on2)C(C(=O)NC2CCCC2)c2ccco2)cc1 (centres undefined)	-7%	1.4%	-5%	6%	-8%
O=C(NCc1ccco1)C1CC(c2cc(C(F)(F)F)cc(C(F)(F)F)c2)=NO1 (centres undefined)	-2%	9.4%	-3%	-9%	-3%
C1=CC2c3ccccc3NC(c3ccncc3)C2C1 (centres undefined)	5%	1.3%	3%	-10%	-7%
COC(=O)C1=C(c2cccc(OC)c2OC)C[C@@H]2CC[C@H]1N2C(=O)NCc1ccc(F)cc1	-1%	0.4%	8%	-5%	-1%
CCc1ccc(NC(=O)Cn2c(=O)c3cccn3c3ccccc32)cc1	3%	0.1%	-9%	-12%	0%
COc1cccc(CN(CC(=O)NCc2ccccc2)S(=O)(=O)CCl)c1	-13%	i	6%	·	-15%
Nn1cc(-c2ccccc2)nc1SCC(=O)NCC1CCCO1 (centres undefined)	3%	1.9%	-2%	16%	8%
Nc1ccc(Cc2ccc(N)cc2)cc1	·	3.4%	-2%	·	·
CN1CCc2c(sc(N)c2C(=O)O)C1	-16%	2.1%	7%	-4%	-3%
CCN(CC)S(=O)(=O)c1cc(C(=O)OCC(=O)Nc2c(F)cccc2F)ccc1F	9%	0.4%	-8%	-3%	3%
Nc1nncn1C(=O)c1ccc(Cl)cc1Cl	1%	0.6%	-8%	-3%	2%
O=C(NCCC1=CCCCC1)C1CCN(Cc2cnn(-c3ccccc3)c2-n2cccc2)CC1	74%	3.7%	2%	-12%	?
CN(C)c1ccc(NC(=O)CSc2nc3ccccc3c(=O)n2C2CCCCC2)cc1	5%	4.6%	18%	0%	4%
CCOCC(O)CS(=O)Cc1ccccc1 (centres undefined)	3%	0.2%	-1%	5%	1%
CN(C)S(=O)(=O)c1cccc(NC(=O)C2Cc3ccccc3CN2C(=O)c2ccco2)c1 (centres undefined)	8%	8.9%	5%	4%	-8%
Cc1nc(Nc2cccc(F)c2)c2oc3ccccc3c2n1	23%	0.6%	-7%	-7%	21%
CS(=O)(=O)N(CCc1ccccc1)CC(=O)N1CCN(c2ccccc2F)CC1	13%	0.6%	0%	-14%	-3%
Cc1ccc(-c2csc(C3=C(O)CN(NC(=O)c4ccco4)C3=N)n2)cc1	-15%	i	-2%	-1%	-5%
COc1cc2c(cc1NC(=O)c1cncc(Br)c1)oc1ccccc12	-8%	0.9%	5%	-10%	-8%
Cc1c(C#N)c(NC(=O)CCl)n(Cc2ccc(F)cc2)c1C	?	?	-6%	-5%	1%
CCN(CC(=O)Nc1c(F)cccc1F)C(=O)Cc1csc(-c2ccc(OC)c(OC)c2)n1	-1%	2.9%	-8%	-3%	-3%
CCCC(=O)NNc1cc(=O)c2c(=O)n(C)c(=O)n(C)c2[nH]1	7%	1.0%	9%	6%	3%
CCCOc1ccc(C(=O)NNC(=S)NC(=O)c2cc(-c3ccc(Cl)cc3)nc3ccccc23)cc1	?	59%	-1%	-4%	?
Cc1ccc2nc(NC(=O)C3CCCN(S(=O)(=O)c4cnc[nH]4)C3)sc2c1 (centres undefined)	·	3.5%	-5%	-2%	-6%

Part of the list above in order of number of heavy atoms, largest number first:
SMILES	tuberculosis growth	inhibitors of VEEV	H1N1 NS1A inhibition	PhoP GFP inhibition	M. tuberculosis HTS	others
CCCOc1ccc(C(=O)NNC(=S)NC(=O)c2cc(-c3ccc(Cl)cc3)nc3ccccc23)cc1	?	59%	-1%	-4%	?
O=C(NCCC1=CCCCC1)C1CCN(Cc2cnn(-c3ccccc3)c2-n2cccc2)CC1	74%	3.7%	2%	-12%	?
CCN(CC(=O)Nc1c(F)cccc1F)C(=O)Cc1csc(-c2ccc(OC)c(OC)c2)n1	-1%	2.9%	-8%	-3%	-3%
CN(C)S(=O)(=O)c1cccc(NC(=O)C2Cc3ccccc3CN2C(=O)c2ccco2)c1 (centres undefined)	8%	8.9%	5%	4%	-8%
CN(C)c1ccc(NC(=O)CSc2nc3ccccc3c(=O)n2C2CCCCC2)cc1	5%	4.6%	18%	0%	4%
CCN(CC)S(=O)(=O)c1cc(C(=O)OCC(=O)Nc2c(F)cccc2F)ccc1F	9%	0.4%	-8%	-3%	3%
CS(=O)(=O)N(CCc1ccccc1)CC(=O)N1CCN(c2ccccc2F)CC1	13%	0.6%	0%	-14%	-3%
Cc1ccc(-c2csc(C3=C(O)CN(NC(=O)c4ccco4)C3=N)n2)cc1	-15%	i	-2%	-1%	-5%
COc1cccc(CN(CC(=O)NCc2ccccc2)S(=O)(=O)CCl)c1	-13%	i	6%	·	-15%
COc1cc2c(cc1NC(=O)c1cncc(Br)c1)oc1ccccc12	-8%	0.9%	5%	-10%	-8%
Nn1cc(-c2ccccc2)nc1SCC(=O)NCC1CCCO1 (centres undefined)	3%	1.9%	-2%	16%	8%
CCCC(=O)NNc1cc(=O)c2c(=O)n(C)c(=O)n(C)c2[nH]1	7%	1.0%	9%	6%	3%
CCOCC(O)CS(=O)Cc1ccccc1 (centres undefined)	3%	0.2%	-1%	5%	1%
Nc1ccc(Cc2ccc(N)cc2)cc1	·	3.4%	-2%	·	·
CN1CCc2c(sc(N)c2C(=O)O)C1	-16%	2.1%	7%	-4%	-3%

(continued)
SMILES	tuberculosis growth	inhibitors of VEEV	H1N1 NS1A inhibition	PhoP GFP inhibition	M. tuberculosis HTS	others
Cc1ccccc1NC(=O)Cn1nc(-c2ccccc2)nc1-c1ccccc1	-19%	i	-14%	9%	-10%
C/C(=C/C=N/Nc1nc(N2CCCCC2)nc(N2CCCCC2)n1)c1ccccc1	5%	9.8%	0%	5%	?
O=C(O)CNC(=S)N(Cc1ccccc1Cl)C1CCCC1	1%	1.3%	-7%	-3%	-1%
Cc1cc2c3c([nH]c2cc1S(=O)(=O)N1CCC2(CC1)OCCO2)CC(C)(C)CC3=O	5%	0.9%	15%	-10%	1%
COc1ccc(C=NNc2ccc(S(=O)(=O)Nc3ccccc3C(=O)O)cc2[N+](=O)[O-])c(OC)c1	75%	2.5%	20%	·	1%
Cc1ccccc1OCC(=O)Nc1ccc2c(c1)Cc1ccccc1-2	-7%	0.5%	0%	4%	1%
Cc1nc2ccccc2n1C1CCN(Cc2nnnn2CCc2ccccc2)CC1	36%	6.4%	-7%	-4%	4%
CC1(C)CC(NC(=O)c2cc(S(=O)(=O)N3CCOCC3)c(Cl)cc2Cl)CC(C)(C)N1	0%	0.1%	11%	-1%	4%
CC(=O)c1ccc(NC(=O)/C(=C\c2ccccc2)NC(=O)/C=C/c2ccccc2)cc1	17%	7.2%	5%	9%	-5%
CCOC(=O)N1CCN(C(=O)c2c[nH]c3ccc(S(=O)(=O)N(C)c4ccc(OCC)cc4)cc3c2=O)CC1	10%	2.4%	9%	2%	-13%
COCCn1c(SCC(=O)c2c(N)n(C3CC3)c(=O)[nH]c2=O)nnc1-c1cccc(C)c1	8%	0.7%	-6%	·	-4%
Cc1ccc(CC(=O)NC(C)CCc2ccccc2)cc1 (centres undefined)	·	0.3%	8%	-6%	-8%
Cc1ccc(S(=O)(=O)Oc2ccc(/C=N/NC(=O)c3cccnc3)cc2)cc1	12%	0.5%	2%	-5%	6%
O=C(CN1CCc2ccccc2C1)Nc1cccc(S(=O)(=O)N2CCCC2)c1	9%	1.3%	-3%	0%	10%
CCCCNC(=O)C1c2cc(OC)c(OC)cc2C(=O)N(C)C1c1cccs1 (centres undefined)	2%	0.9%	-4%	-20%	0%
O=C(CSc1ccc2ccccc2n1)NCc1ccc2c(c1)OCO2	14%	6.1%	7%	8%	22%
